From PubChem BioAssay
EBV gp42 block: inhibitors of Epstein-Barr virus glycoprotein 42; Q1HVG2; inhibition, % (tested at 21.74 µM); Fluorescence polarization binding assay, mP read-out; actives 0.42% (n = 220,000); AID 1085; in the data active = inhibition above about 50%
zfTRPN1 agonist: activates the zebrafish TRPN1 channel; HEK293 zebrafish TRPN1-YFP, Fluo-8 calcium fluorescence; 100% = response to 87 µM carbachol; activation, % at 3 µM; actives 0.18% (n = 220,000); AID 1424;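 active = activation above its plate's cutoff, the mean activation of test wells on that plate plus 3 SD, cut at about 19% in these data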;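 note: 0% = DMSO alone and 100% = 87 µM carbachol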
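System: zebrafish TRPN1-YFP in HEK293 cells / Dosing: 3 µM single point / Timing: dye loading 1 h at 37 °C, then 30 min room temperature / Signal: Fluo-8 calcium fluorescence, excitation 470-495 nm, emission 515-575 nm / Read-out basis: percent activation from peak over basal fluorescence ratio, control-normalized / Control set: high carbachol 87 µM, low DMSO alone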
Runt-SMMHC FRET: inhibitors of human RUNX1 Runt domain binding to CBFb-SMMHC | Q01196+Q13951 | Cerulean-Runt/Venus-CBFb-SMMHC FRET ratio 530/480, 1 h | inhibition, % at 20 µM | actives 0.74% (n = 220,000) | AID 1434;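 active = mean inhibition across duplicate retests at 20 µM reaching about 50%, limit read from the data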;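 note: 0% = DMSO wells and 100% = wells with excess untagged CBFb-SMMHC; inhibitors lower the FRET ratio by blocking Runt binding to CBFb-SMMHC; some results filed as inactive read as strong as hits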
Target sequence (Q01196 whole entry, looked up, the tested form may be a part): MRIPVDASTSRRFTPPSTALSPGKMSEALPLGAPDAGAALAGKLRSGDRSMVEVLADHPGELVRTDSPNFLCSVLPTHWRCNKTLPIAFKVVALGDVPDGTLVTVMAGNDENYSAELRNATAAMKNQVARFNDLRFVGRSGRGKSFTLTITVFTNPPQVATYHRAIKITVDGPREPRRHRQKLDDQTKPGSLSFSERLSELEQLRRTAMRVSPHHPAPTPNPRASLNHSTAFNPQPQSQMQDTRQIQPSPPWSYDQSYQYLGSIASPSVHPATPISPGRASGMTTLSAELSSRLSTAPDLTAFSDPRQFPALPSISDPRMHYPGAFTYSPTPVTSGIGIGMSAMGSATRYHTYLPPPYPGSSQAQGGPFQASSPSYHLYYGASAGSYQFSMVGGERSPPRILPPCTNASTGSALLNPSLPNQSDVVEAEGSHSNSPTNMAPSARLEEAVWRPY
Target sequence (Q13951 whole entry, looked up, the tested form may be a part): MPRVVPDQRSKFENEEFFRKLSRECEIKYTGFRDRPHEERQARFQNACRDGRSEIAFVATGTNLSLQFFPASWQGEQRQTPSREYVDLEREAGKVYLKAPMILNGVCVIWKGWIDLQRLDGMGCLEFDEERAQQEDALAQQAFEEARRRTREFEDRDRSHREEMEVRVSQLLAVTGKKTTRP
NCF1 inh: inhibitors of human p47phox binding; P14598; p47phox/p22phox peptide binding, fluorescence polarization, 2 h; inhibition, % at 24.7 µM; actives 0.53% (n = 220,000);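 active = inhibition above about 30%, limit read from the data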;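 note: 0% = p47phox with labelled peptide and 100% = labelled peptide alone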
Target sequence (P14598 whole entry, looked up): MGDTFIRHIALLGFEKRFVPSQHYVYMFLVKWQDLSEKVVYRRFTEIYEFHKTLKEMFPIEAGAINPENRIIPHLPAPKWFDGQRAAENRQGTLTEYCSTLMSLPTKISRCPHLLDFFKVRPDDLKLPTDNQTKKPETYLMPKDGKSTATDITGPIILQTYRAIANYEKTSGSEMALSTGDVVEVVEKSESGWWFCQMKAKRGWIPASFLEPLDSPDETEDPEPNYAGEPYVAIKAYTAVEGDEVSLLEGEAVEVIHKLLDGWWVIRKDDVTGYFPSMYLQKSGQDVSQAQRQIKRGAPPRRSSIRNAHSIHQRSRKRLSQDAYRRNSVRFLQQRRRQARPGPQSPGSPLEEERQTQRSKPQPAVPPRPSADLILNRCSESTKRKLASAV
CHOP inh: CHOP inhibition in unfolded protein response. actives 3.8% (n = 220,000). inhibition, % at 10 µM. CHO-K1 CHOP-promoter luciferase, tunicamycin-induced, 15-18 h;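 active = compounds that reduced the stress-induced luciferase reporter signal by more than about 70% of percent inhibition, limit read from the data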;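 note: 0% = tunicamycin plus vehicle and 100% = wells without tunicamycin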
TNF necrop inh: blocks TNF-alpha induced death of Jurkat FADD-/- cells. Jurkat FADD-/- TNF necroptosis rescue, ATP luminescence, 24 h; 0 = TNF only, 100 = no-TNF cells. activation (protection from cell death), % at 10 µM. actives 0.068% (n = 220,000);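 active = activation, meaning protection from cell death, of at least 50% relative to plate controls; inactive = activation below 50%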;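 note: necroptosis triggered by 40 ng/mL TNF-alpha added together with compound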
Mdm2 ligase inh: blocks human Mdm2 ubiquitin ligase activity; Q00987; actives 0.11% (n = 210,000); signal enhancement, % at 5 µM; cell-based MDM2 ubiquitination luciferase reporter, 2 h; 0 = plate control, 100 = twice control, blank-subtracted;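 active = signal enhancement of 30% or more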;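 note: luminescence tracks abundance of the self-degrading MDM2-luciferase fusion protein; higher signal means inhibition of MDM2 E3 ligase activity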
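Material: Stable MDM2–luciferase fusion reporter cells | Amount: 2000 cells seeded into each well | Dosing: One concentration, 5 µM, with 0.2% DMSO | Incubation: 4 h cell settling then 2 h compound exposure, 37 °C | Measured by: Luciferase luminescence | Read-out basis: % enhancement relative to plate controls after blank subtraction | Benchmarks: Control and blank well means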
TRPML3 ag: agonists of human TRPML3 channel; actives 0.29% (n = 220,000); HEK293 TRPML3-YFP, Fluo-8 calcium fluorescence; 100% = the carbachol control signal; activation, % at 3 µM;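 active = activation above its plate's cutoff, the mean activation of the plate's test wells plus 3 SD, cut at about 12% in these data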;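 note: 0% = DMSO only wells and 100% = carbachol wells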
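Material: HEK293 cells stably carrying human TRPML3-YFP; compound dosing: single dose, 3 µM final nominal compound, 0.3% DMSO final; incubation: 1-h 37 °C dye load, 5-s basal, 120-s post-compound reads; technique: Fluo-8 intracellular calcium fluorescence, excitation 470-495 nm, emission 515-575 nm; read-out basis: percent activation from peak-to-basal fluorescence ratio, scaled between DMSO and carbachol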
PPC-1+TRAIL kill: PPC-1 cancer cell killing with TRAIL present; PPC-1 cells + TRAIL, ATPLite viability luminescence; cell killing (% activity), % at 4 µM; actives 0.41% (n = 220,000); AID 1443;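 active = cell killing above 50% in the first pass at 4 µM, then a duplicate retest at 5 µM averaging 50% or more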;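 note: plate controls were cells with TRAIL plus DMSO for no effect and medium-only wells lacking cells for full effect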
Active calls of the source: *; / = no result given; [ ] = dose if it differs, or a comment.

compound,Runt-SMMHC FRET,zfTRPN1 agonist,EBV gp42 block,TRPML3 ag,CHOP inh,TNF necrop inh,NCF1 inh,Mdm2 ligase inh,PPC-1+TRAIL kill
Cc1nnsc1C(=O)NNc1ccc(Cl)cc1,-6,0.5,-14,0.1,14,11,4,-2,20
COc1ccc(C(=O)COC(=O)C(C(C)C)N2C(=O)C3C4C=CC(C4)C3C2=O)cc1 (centres undefined),0,1.9,-13,0.8,-17,0.5,4,-18,16
C/C(=N\N1CCN(C2c3ccccc3-c3ccccc32)CC1)c1ccncc1,-5,0.4,117*,0.0,21,-5.0,1,10,3
COc1ccc(C2CCCN2C(=S)Nc2c(C)cccc2C)cc1OC (centres undefined),-1,1.3,-14,-0.1,22,1.0,/,/,15
COc1cccc2cc(NC(=O)C3CCCCC3)c(=O)oc12,1,2.4,-15,0.6,38,2.2,-2,-9,-4
C/C(N)=C(/C#N)C(=O)CSc1nnc(COc2ccccc2Cl)o1,-1,4.3,1,0.8,13,-0.5,-7,-2,16
CC1CN(Cc2ccccc2Cl)CC(C)O1 (centres undefined),0,-1.2,-2,0.4,7,-0.6,2,-17,-2
NC(=O)C(c1ccc(Cl)cc1)c1ccc(Sc2ccc(Cl)cc2)nn1 (centres undefined),-1,-0.9,7,0.5,83*,2.3,-6,-9,12
C=C(C)CNC(=S)NN=C1c2ccccc2-c2ccccc21,-1,-1.2,-14,-0.5,21,-2.3,-7,-8,6
Cc1c(C(=O)N2CCN(c3ccccc3F)CC2)sc2ncn(CC(=O)N3CCOCC3)c(=O)c12,-1,0.9,13,0.7,38,-3.3,4,-3,11
COc1cc(CNc2ccc(N3CCCC3)cc2)ccc1OCc1ccccc1F,-3,-1.4,10,-0.5,24,-4.4,-3,1,0
Cc1ccc(Cn2ccc(NC(=O)c3noc4c3CCCC4)n2)cc1,-23,1.5,3,0.6,14,1.7,-5,-10,13
OC(COCc1ccco1)CN1CCN(C(c2ccccc2)c2ccccc2)CC1 (centres undefined),-13,0.0,-10,-0.5,28,-1.4,-10,-8,7
CC(=O)Nc1cccc(C(=O)/C=C/c2ccc(F)cc2)c1,-3,2.1,-18,2.3,-148,-5.0,-8,11,14
COc1ccc(C2/C=C\CN(C(=O)OCc3ccccc3)CC(=O)N2Cc2ccc(F)cc2)cc1 (centres undefined),2,/,1,/,-17,0.3,18,1,10
Cc1cccc(NC(=O)C2CCCN2C(=O)OCC(C)C)c1 (centres undefined),0,1.0,-7,-0.8,18,-0.2,-2,6,2
O=C(O)c1cc(-c2ccc3c(c2)OCO3)nc2ccc(Br)cc12,4,0.4,0,0.8,-19,-0.6,-12,-17,27
O=C1NC(c2ccccc2OC(F)F)Oc2ccccc21 (centres undefined),-1,2.6,-33,1.0,5,-1.0,-4,-6,20
CC(C)C(=O)NC(c1cccc([N+](=O)[O-])c1)c1c(O)ccc2ccccc12 (centres undefined),-4,-1.1,-6,-1.1,15,-1.0,3,1,6
Cc1ccc(C(=O)c2ccccc2C(=O)O)cc1C,-1,1.8,6,1.0,-8,0.4,-1,-5,-8
C=CCN(C1CCCCC1)S(=O)(=O)c1ccc2c(c1)oc(=O)n2C,-1,-1.0,-27,-0.4,69,0.0,-1,-5,1
COc1ccc(C)cc1Nc1cc(C)nc2ncnn12,-2,-0.2,-13,-0.6,1,-0.6,4,/,9
O=C(N/N=C\c1ccccc1OCc1ccccc1)c1ccco1,-1,-0.1,0,0.1,6,1.7,-29,-5,-6
O=C(CCCn1c(=S)[nH]c2cc3c(cc2c1=O)OCO3)NCc1ccco1,-1,0.7,-10,0.6,-15,1.0,-9,-32,2
CNC(=O)CCCCCNS(=O)(=O)c1ccc(C)cc1,-3,-0.6,-12,-0.3,10,-2.5,-7,3,15

Entries of single compounds from above. Screens in order: Runt-SMMHC FRET	zfTRPN1 agonist	EBV gp42 block	TRPML3 ag	CHOP inh	TNF necrop inh	NCF1 inh	Mdm2 ligase inh	PPC-1+TRAIL kill
O=C1NC(c2ccccc2OC(F)F)Oc2ccccc21 (centres undefined) as listed: -1	2.6	-33	1.0	5	-1.0	-4	-6	20
O=C(O)c1cc(-c2ccc3c(c2)OCO3)nc2ccc(Br)cc12 as listed: 4	0.4	0	0.8	-19	-0.6	-12	-17	27

Next entries follow:
compound,Runt-SMMHC FRET,zfTRPN1 agonist,EBV gp42 block,TRPML3 ag,CHOP inh,TNF necrop inh,NCF1 inh,Mdm2 ligase inh,PPC-1+TRAIL kill
CC(=O)Nc1c(C(=O)c2ccc(F)cc2)oc2ccccc12,5,0.4,4,0.5,14,0.5,-5,-14,4
CCOC(=O)N1CCN(C(=O)COC(=O)c2cc(Cl)c(O)c(Cl)c2)CC1,4,-0.5,-2,-0.1,11,1.1,-10,0,16
COc1ccc(-c2nc(SCC(=O)NC3CCCC3)c(-c3ccc(OC)cc3)[nH]2)cc1,0,-3.0,8,-0.1,48,1.4,0,/,11
COC(=O)c1sccc1N/N=C/c1cccc(Oc2ccccc2)c1,3,0.5,0,1.3,14,-2.5,-5,-13,26
COc1ccccc1-c1cc(C(F)(F)F)c(C#N)c(=O)[nH]1,6,-1.1,-1,-0.8,5,-1.9,-3,-7,-8
Cc1cccc(C(=O)NCC(c2ccc(F)cc2)N2CCOCC2)c1 (centres undefined),-1,-0.7,-5,-0.1,-4,0.1,-19,-18,5
O=C(OCCCCOC(=O)c1ccccc1)c1ccccc1,-3,-0.8,-13,1.0,11,0.9,-6,-11,10
COc1ccc(CC2(CO)CCN(Cc3cccn3-c3ccccn3)CC2)cc1,-3,-0.1,-12,0.7,-3,1.8,-1,-1,18
Cc1cc(N2CCOCC2)ccc1/C=C1\NC(=O)N(Cc2ccccc2F)C1=O,-79,1.2,-29,1.4,-1,0.7,-6,-3,/
CCCn1c(=O)c2ccccc2n2c(SCc3c(C(=O)OCC)oc4ccccc34)nnc12,0,-0.3,-13,-0.5,-6,-6.6,-10,-14,4
CC(=O)c1c(C)[nH]c(C(=O)NCCN2CCC(C)CC2)c1C,-1,2.1,2,0.2,-1,1.4,-4,-9,16
O=S(=O)(Nc1ccccn1)c1cnc(Cl)c(Br)c1,4,1.0,-7,-0.3,18,0.3,-16,-6,5
CC1CCCC(NC(=O)CSC2CCCCC2)C1C (centres undefined),-1,0.3,0,1.1,14,1.9,-3,8,14
COc1ccc(-n2c(C)cc(/C=C3/SC(=S)N(C)C3=O)c2C)cc1,-51,2.0,61*,1.3,33,2.3,-54,-25,-5
Cc1cccc2sc(NNC(=O)c3ccc(S(=O)(=O)N4CC(C)CC(C)C4)cc3)nc12 (centres undefined),-3,0.0,-9,1.6,47,-18,-10,/,27
C=CCN1C(=O)C2(C(C#N)=C(N)Oc3n[nH]c(CCC)c32)c2ccccc21 (centres undefined),-4,-0.1,-22,0.9,14,-2.6,-7,7,-2
Nc1cccc(Nc2ccccc2)c1,-7,3.2,-3,1.3,3,-1.4,-5,-4,10
CCc1nnc(NC(=O)C(C)C)s1,-1,-0.2,-8,0.8,-34,1.1,0,-18,-8
Cc1cc(=O)oc2cc(OCc3ccc(C(=O)OCC(=O)Nc4ccccc4OC(F)F)cc3)ccc12,0,-0.8,-22,-0.2,26,1.1,16,1,14
CC1=CC2=NCC(O)CN2C=C1 (centres undefined),1,0.8,12,0.6,24,0.0,6,-20,1
CCCCC(=O)OCc1nc(N)nc(Nc2ccccc2C)n1,5,0.9,-24,-0.1,2,0.6,-7,3,26
COC(=O)C1=C(C)N(CCc2cc(OC)c(OC)c(OC)c2)C(=O)N[C@H]1c1ccc(Br)cc1,3,-1.5,3,-0.8,11,-2.0,4,/,2
COc1cc(C(C)=O)ccc1Oc1ncnc2c1cnn2-c1ccccc1,-5,1.0,-4,0.5,19,1.1,-13,7,1
Cc1nn(C)cc1CN(C)Cc1ccc(OCC(O)CN2CCCCC2)cc1 (centres undefined),-2,0.9,-15,0.7,6,2.1,-8,-14,5
O=C(NCCCn1ccnc1)c1ccc(S(=O)(=O)N2CCCCCC2)cc1,-4,-2.0,-18,-0.3,1,-1.9,-7,-10,7
S=C(NCCc1ccccc1)N/N=C/c1c(Cl)cccc1Cl,2,-1.3,-11,1.3,26,0.7,-28,-9,16
CC(=O)c1ccc(Cc2ccc(C(C)=O)cc2)cc1,-3,0.9,-1,0.5,13,0.9,-1,-6,31
Cc1nn(-c2cccc(Cl)c2)c(Cl)c1/C=N/NC(=O)c1cccs1,-1,-1.6,-16,0.7,13,0.8,-4,-2,15
COc1ccc(N2C(=O)c3ccc(C(=O)OC(C)C)cc3C2=O)cc1,2,0.9,-24,0.4,3,-1.1,-5,/,5
Cc1ccc(F)cc1NC(=O)c1cccc2nccnc12,-3,2.2,-11,0.5,-6,0.0,-22,-38,-7
Cc1cc2ccccc2c(=O)n1CC(=O)NCc1ccco1,-5,-0.8,-25,0.6,-17,0.4,-8,-9,38
CC(C)(C)c1ccc(C(=O)NCCCN2CCN(CCCNC(=O)c3ccc(C(C)(C)C)cc3)CC2)cc1,-11,3.2,6,1.3,59,-11,-8,9,27
Cc1cc(C)n(-c2ccc(C(=O)Nc3cccc([N+](=O)[O-])c3)cc2)n1,1,8.6,-10,3.9,-16,1.8,-8,-11,20
CC1(C)Cc2cccc(Oc3ccc(S(=O)(=O)N4CCCC4)cn3)c2O1,0,-1.2,-14,1.7,16,-0.3,8,4,2
Cc1ccc(/C=C/c2nc3ccccc3c(=O)[nH]2)cc1,-1,0.1,-16,0.5,88*,-5.2,-15,-72,93*[5 µM]
Cc1ccc(S(=O)(=O)N2CC=C(c3ccc(F)cc3)CC2)cc1,-5,-1.1,8,0.2,4,3.5,-2,-18,3
COc1ccc(C(=O)N/N=c2\oc3ccccc3cc2C(=O)NCc2ccccc2)cc1,-13,0.7,-5,0.2,-7,2.1,-19,-12,-1
CCOC(=O)c1c[nH]n2c(=O)cc(C)nc12,-1,1.0,-6,0.0,2,5.0,3,-6,1
COc1ccccc1-c1cc(C(=O)NCc2ccco2)no1,1,-2.0,-17,-1.2,6,-4.7,-1,-11,-8
CCOC(=O)CN(C(=O)CSc1nnc(-c2cccc(OC)c2)o1)c1ccc(F)cc1,4,-0.5,-8,-0.1,26,-3.5,-9,-9,8
COCCCNCCOCCOc1ccc(Cl)cc1Br,-5,-1.5,-10,1.0,19,4.6,-6,-1,15
CCOC(=O)Cn1c(S(=O)(=O)Cc2ccc(F)cc2)nc(-c2ccccc2)c1-c1ccccc1,5,1.5,14,-1.0,30,-3.6,-6,-21,20
